Compound activity as filed in PubChem.
PvdQ acylase: blocks Pseudomonas aeruginosa PvdQ acylase activity; purified PvdQ acylase, fluorescence plate reader; actives 0.063% (n = 340,000); inhibition, % at 10 µM; in the data active = inhibition above about 30%, passing the limit was not always enough; inconclusive = no clear call, values can overlap the other calls;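 note: 0% = vehicle neutral wells and 100% = reference inhibitor wells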
DAGLB inh: diacylglycerol lipase beta (human) inhibition | Q8NCG7 | HEK293T DAGLB membrane lysate, EnzChek fluorogenic substrate | inhibition, % at 5.17 µM | actives 0.059% (n = 340,000) | AID 504411; in the data active = inhibition above about 34%;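 note: 0% = enzyme with vehicle and 100% = wells lacking enzyme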
Target sequence (Q8NCG7 whole entry, looked up): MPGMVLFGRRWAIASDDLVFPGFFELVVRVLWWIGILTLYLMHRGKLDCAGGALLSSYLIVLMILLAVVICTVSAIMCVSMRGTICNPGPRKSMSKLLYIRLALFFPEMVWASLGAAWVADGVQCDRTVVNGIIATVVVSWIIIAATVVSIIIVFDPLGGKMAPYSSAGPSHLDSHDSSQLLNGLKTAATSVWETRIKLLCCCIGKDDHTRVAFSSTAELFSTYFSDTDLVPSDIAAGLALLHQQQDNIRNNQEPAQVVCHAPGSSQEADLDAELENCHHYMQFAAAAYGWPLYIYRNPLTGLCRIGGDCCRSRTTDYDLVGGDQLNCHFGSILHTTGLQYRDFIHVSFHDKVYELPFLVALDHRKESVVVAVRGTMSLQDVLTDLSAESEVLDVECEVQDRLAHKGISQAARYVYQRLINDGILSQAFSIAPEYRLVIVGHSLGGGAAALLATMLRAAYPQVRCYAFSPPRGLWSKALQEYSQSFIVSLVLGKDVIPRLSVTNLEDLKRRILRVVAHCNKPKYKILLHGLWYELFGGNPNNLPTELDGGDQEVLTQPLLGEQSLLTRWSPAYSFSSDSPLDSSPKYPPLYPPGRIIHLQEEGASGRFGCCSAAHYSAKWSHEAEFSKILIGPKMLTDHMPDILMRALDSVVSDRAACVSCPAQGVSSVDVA
AddAB inh: less growth of phage-infected E. coli with AddAB; E. coli expressing H. pylori AddAB, absorbance growth; inhibition, % at 11.9 µM; actives 0.29% (n = 330,000); AID 435030; in the data active = inhibition above about 12%;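 note: 0% = vehicle wells of infected cells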
Tat transport: E. coli Tat transport inhibition; inhibition, % at 10 µM; E. coli MC4100 TorA-mCherry Tat export, fluorescence; actives 0.036% (n = 340,000);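 active = mean replicate inhibition at least 50% and at least half of replicates individually reaching 50%; inconclusive = only one of the two criteria met; inactive = neither criterion met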;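 note: exported cargo escapes ClpAP degradation while cytoplasmic cargo is degraded and loses fluorescence; 0% = median of neutral control wells and 100% = median of NaSCN control wells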
phage Ecoli inh: E. coli growth loss with phage present | growth absorbance | actives 0.26% (n = 360,000) | inhibition, % at 11.9 µM; in the data active = inhibition above about 11%
CAL PDZ inh: blocks peptide binding to human CAL PDZ domain; AID 504414; purified CAL PDZ, TMR-peptide fluorescence polarization, 1 h; actives 0.02% (n = 330,000); inhibition, % at 20 µM; Q9HD26;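 active = highest replicate inhibition of at least 40%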;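 note: plate controls were DMSO neutral control wells for no effect and unlabeled competitor peptide control wells for full effect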
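Read-out basis: mP drop reported as inhibition | Assay system: Tagged CAL PDZ protein CerCALP, purified | Benchmarks: Unlabelled peptide for full inhibition, DMSO wells as neutral | Schedule: 1 h incubation at room temperature before polarization reading | Buffer or medium: Sodium phosphate/NaCl buffer pH 7.4 with TCEP, IgG, Thesit | Doses: Single point, 20 µM | Measured by: Fluorescence polarization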
PfHsp90 set2: reduces growth (ATP signal) of yeast expressing P. falciparum Hsp90 | S. cerevisiae expressing PfHsp90, BacTiter-Glo ATP, 48 h; yeast lacking PDR1 and PDR3 efflux regulators | inhibition, % at 9.4 µM | actives 0.32% (n = 310,000) | AID 504621;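 active = every replicate shows inhibition above about 80%, whatever the replicate mean, limit read from the data; inconclusive = mean inhibition reaches the set limit but some replicate falls short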;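 note: 0% = DMSO neutral controls and 100% = 20 µM radicicol positive controls; yeast relying on Plasmodium falciparum Hsp90 in place of its own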
Rtt109 HAT inh: inhibitors of Candida albicans Rtt109/Vps75 histone acetyltransferase; Q5AAJ8; purified Rtt109/Vps75, ThioGlo CoA-SH fluorescence, 4 h; inhibition, % at 34.9 µM; actives 0.16% (n = 330,000); AID 540336;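 active = inhibition of at least 50% in every replicate; inconclusive = best replicate reaches 50% inhibition but some replicates fall short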
Target sequence (Q5AAJ8 whole entry, looked up): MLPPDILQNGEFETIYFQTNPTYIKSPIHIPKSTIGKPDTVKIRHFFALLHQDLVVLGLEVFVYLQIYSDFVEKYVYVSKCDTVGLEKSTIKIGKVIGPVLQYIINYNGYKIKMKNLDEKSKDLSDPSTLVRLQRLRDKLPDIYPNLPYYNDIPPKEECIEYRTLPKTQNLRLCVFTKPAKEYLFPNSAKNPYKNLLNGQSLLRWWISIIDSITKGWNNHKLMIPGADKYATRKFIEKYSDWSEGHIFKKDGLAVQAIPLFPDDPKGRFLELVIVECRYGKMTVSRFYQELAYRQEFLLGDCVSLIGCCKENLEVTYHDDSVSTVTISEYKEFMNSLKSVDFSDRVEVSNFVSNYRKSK
Ecoli viability: bacterial growth inhibition, counter-screen for AddAB inhibitors; E. coli V3065 growth, OD600 absorbance, 18 h; inhibition, % at 11.9 µM; actives 0.27% (n = 330,000); AID 449728;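 active = inhibition above the campaign's mean inhibition across all tested compounds plus 3 SD, cut at about 9.9% in these data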;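 note: uninfected addAB+ strain grown without phage in ampicillin broth; 0% = DMSO wells and 100% = ciprofloxacin 0.95 µg/ml wells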
Wnt bcat act: activators of Wnt/beta-catenin signaling; Wnt/beta-catenin reporter cell assay, activator, plate reader; activation, % at 9.35 µM; actives 1.2% (n = 300,000); AID 743398; in the data active = activation above about 30%, passing the limit was not always enough; inconclusive = no clear call, values can overlap the other calls;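 note: 0% = neutral control wells and 100% = positive control wells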
The depositor's hits bear a star; ? = inconclusive; . = not tested or not shown.

SMILES	PvdQ acylase	DAGLB inh	AddAB inh	Tat transport	phage Ecoli inh	CAL PDZ inh	PfHsp90 set2	Rtt109 HAT inh	Ecoli viability	Wnt bcat act
C/C(=N\NC(=S)Nc1ccccc1C)C1Cc2ccccc2C(=O)O1 (stereo unspecified)	6	-4	0.4	0	1.0	0.7	-18	27	-0.6	-2
Cc1c(NC(=O)C(C)OC(=O)COc2ccc(C#N)cc2)c(=O)n(-c2ccccc2)n1C (stereo unspecified)	-14	4	-1.9	6	1.3	-0.4	23	.	0.7	17
CCCCn1c(N)c(N(CCOC)C(=O)COC(=O)c2cc(CCC)c(C)s2)c(=O)[nH]c1=O	2	0	4.0	1	5.1	0.2	7	11	-0.2	3
COc1cc(OC)nc(NC(=O)CS(=O)(=O)c2ccccc2)n1	9	1	2.1	11	2.1	0.0	8	23	0.1	.
O=C(Cn1c(=O)oc2ccccc21)Nc1ccc(F)cc1	-11	-2	0.7	-6	0.6	0.3	16	1	1.6	1
Cc1ccc(S(=O)(=O)N2CCN(c3cc4c(cc3[N+](=O)[O-])n(C)c(=O)n4C)CC2)cc1	-10	5	-0.3	7	0.9	0.9	-10	8	-1.9	-1
Cc1ccc(S(=O)c2ccc(NC(=O)C3CC3)cc2C#N)cc1 (stereo unspecified)	-8	1	-0.3	-4	2.5	-9.3	13	-5	-2.1	1
CC(=O)Nc1ccc(C(=O)N2CC(=O)NC(=O)C2)cc1	11	1	0.8	0	-0.1	0.7	-4	63*	3.0	-1
CC1(C)NC(=O)N(CC(=O)OCC(=O)Nc2sccc2C#N)C1=O	-10	0	3.7	-9	2.6	-0.4	1	-4	0.3	-1
CC(=O)Nc1ccc(S(=O)(=O)NCCCN2CCOCC2)cc1	-8	2	4.2	4	-1.1	0.0	1	-7	-2.7	-2
O=C(Nc1ccc(C2CCCCC2)cc1)C1CCCN(c2ncccn2)C1 (stereo unspecified)	-2	2	-0.8	-2	0.2	-3.0	.	-7	-2.3	.
Cc1ccc(CN2CC(C(=O)N3CC(C)CC(C)C3)CC2=O)cc1 (stereo unspecified)	-10	2	3.5	-6	1.6	-0.4	-2	3	-0.1	-1
Cc1cs/c(=N\N=C\c2ccc(O)cc2)n1Cc1ccco1	3	1	2.8	-10	2.5	0.5	7	8	0.5	.
COc1cc(OC)cc(C(=O)N2CCN(Cc3ccc4c(c3)OCO4)CC2)c1	0	0	0.8	-3	1.5	-0.7	5	4	0.9	-2
Cc1ccc(S(=O)(=O)N(Cc2cc3cccc(C)c3[nH]c2=O)c2ccccc2)cc1	11	0	2.8	-5	2.8	-0.1	44	-2	1.0	.

Profiles from above.
Profile of `Cc1cs/c(=N\N=C\c2ccc(O)cc2)n1Cc1ccco1` = PvdQ acylase = 3; DAGLB inh = 1; AddAB inh = 2.8; Tat transport = -10; phage Ecoli inh = 2.5; CAL PDZ inh = 0.5; PfHsp90 set2 = 7; Rtt109 HAT inh = 8; Ecoli viability = 0.5; Wnt bcat act = .
Profile of `CC(=O)Nc1ccc(S(=O)(=O)NCCCN2CCOCC2)cc1` = PvdQ acylase = -8; DAGLB inh = 2; AddAB inh = 4.2; Tat transport = 4; phage Ecoli inh = -1.1; CAL PDZ inh = 0.0; PfHsp90 set2 = 1; Rtt109 HAT inh = -7; Ecoli viability = -2.7; Wnt bcat act = -2

Next section
SMILES	PvdQ acylase	DAGLB inh	AddAB inh	Tat transport	phage Ecoli inh	CAL PDZ inh	PfHsp90 set2	Rtt109 HAT inh	Ecoli viability	Wnt bcat act
O=C(N[C@@H](Cc1ccccc1)C(=O)OCc1ccccc1)c1ccco1	-20	-1	2.9	1	1.0	-0.4	.	-2	2.6	17
Cc1ccc(S(=O)(=O)N/N=C/C(C)(C)CO)cc1	-19	0	3.2	-8	3.2	-0.3	.	-3	1.9	.
COc1ccc(NC(=O)c2c([N+](=O)[O-])c(C(C)(C)C)nn2C)cc1	-13	-2	2.9	0	2.0	0.0	-5	-24	-0.2	1
CN(c1cccc(NC(=O)CSc2ccc(Cl)cc2)c1)S(C)(=O)=O	-8	-3	0.7	4	0.7	-2.1	-23	-2	-2.7	.
C[C@]12CC[C@H](OC(=O)CCC(=O)O)CC1=CCC1C2CC[C@@]2(C)C1CC[C@@H]2N (stereo partly specified)	12	0	-3.0	4	0.5	1.0	.	-4	-0.6	-5
CNc1nc2c(c(=O)n(C)c(=O)n2C)n1Cc1ccccc1	-7	-1	0.8	-2	0.1	-1.0	-7	-6	-1.2	-6
CC(C)(O)C#Cc1ccc(CN2CCN(Cc3ccccc3)C(CCO)C2)cc1 (stereo unspecified)	-13	-2	-1.5	-5	3.7	-4.8	1	2	-1.4	-1
COC(=O)c1ccccc1C(=O)c1cccc2ccccc12	-4	-4	3.9	7	-0.4	-0.8	-1	2	0.5	0
CCCCc1nnc(NC(=O)C2CC(=O)N(c3ccc4c(c3)OCCO4)C2)s1 (stereo unspecified)	12	4	2.7	1	2.2	-0.5	13	3	3.6	-2
O=C(NNC(=O)c1ccco1)c1cccc(Br)c1	3	-1	2.5	-2	0.4	-1.0	-1	1	0.2	3
O=C(CSc1n[nH]c(-c2ccccc2)n1)NC(=O)NCc1ccco1	11	4	0.7	3	0.3	0.4	27	1	-5.7	2
CCOc1cc(C2C(C(=O)O)c3cc(OCC)c(OCC)cc3C(=O)N2C)ccc1O (stereo unspecified)	-13	-1	0.1	-1	0.2	0.0	-13	2	-3.4	.
CCN1C(=NCC(C)C)N[C@@H](c2cccc(F)c2)C(C(=O)OC)=C1C	-9	3	0.6	-1	-0.6	0.1	-6	-9	-0.8	-2
O=S1(=O)CCC(NC(=S)Nc2ccc(Cl)cc2)C1 (stereo unspecified)	-2	3	6.7	7	1.8	-0.3	-18	-3	-0.3	0
CC(NC(=O)c1ccc(S(=O)(=O)Nc2ccccc2Cl)cc1)c1ccncc1 (stereo unspecified)	-6	4	-1.2	-9	3.0	-0.7	3	2	0.3	-2

Three entries picked at random from those above, as already listed:
SMILES	PvdQ acylase	DAGLB inh	AddAB inh	Tat transport	phage Ecoli inh	CAL PDZ inh	PfHsp90 set2	Rtt109 HAT inh	Ecoli viability	Wnt bcat act
Cc1ccc(S(=O)c2ccc(NC(=O)C3CC3)cc2C#N)cc1 (stereo unspecified)	-8	1	-0.3	-4	2.5	-9.3	13	-5	-2.1	1
CCCCc1nnc(NC(=O)C2CC(=O)N(c3ccc4c(c3)OCCO4)C2)s1 (stereo unspecified)	12	4	2.7	1	2.2	-0.5	13	3	3.6	-2
O=C(CSc1n[nH]c(-c2ccccc2)n1)NC(=O)NCc1ccco1	11	4	0.7	3	0.3	0.4	27	1	-5.7	2

(next part)
SMILES	PvdQ acylase	DAGLB inh	AddAB inh	Tat transport	phage Ecoli inh	CAL PDZ inh	PfHsp90 set2	Rtt109 HAT inh	Ecoli viability	Wnt bcat act
Cc1nc2nc(-c3ccccc3)cc(=O)n2[nH]1	-13	1	0.7	-8	2.5	-4.8	30	0	-1.5	-4
Nc1ncc2c(n1)-c1ccccc1CC2	-16	-1	2.2	-1	5.0	0.3	11	10	0.4	-4
Cc1cc(-c2onc(C)c2C(=O)Nc2ccc(C(F)(F)F)cc2)no1	-8	-4	0.9	3	-4.5	-1.7	-4	1	-0.4	0
CC(C)CCNC(=O)NC(=O)COC(=O)CCN=C1NS(=O)(=O)c2ccccc21	-19	0	0.8	6	2.9	-1.9	.	0	-0.4	0
C=CCNC(=S)Nc1ccc(Cl)cc1F	-13	-4	0.2	-7	4.5	-0.1	9	2	1.6	-2
COc1ccc(-c2cc3c(=O)n(CC(=O)NCc4ccc(C)cc4)ncn3n2)cc1	-1	2	0.3	4	0.6	0.7	6	6	-3.5	-4
O=C1CN(C(=O)COc2ccc([N+](=O)[O-])cc2Cl)c2ccccc2N1	-8	2	3.1	-6	3.2	-0.5	.	1	0.5	7
Cc1c(Br)c(O)c(Br)c(O)c1/C=N/n1c(-c2ccccc2)n[nH]c1=S	?	-3	-0.2	6	.	-1.1	-53	2	-1.7	.
Oc1ccc(C(c2nnnn2C2CCCC2)N2CCc3ccccc3C2)cc1 (stereo unspecified)	-16	-5	0.2	7	2.5	-0.6	-25	-3	-0.2	-1
Cc1cccc(N(CC(=O)Nc2ccc(CC#N)cc2)S(C)(=O)=O)c1	-8	-1	1.5	9	0.3	-1.7	17	-1	-0.5	.
Cc1cc2cc(CNC(=O)Nc3ccccc3)ccc2n1C	-15	5	1.2	-1	1.2	-2.5	-6	8	-0.7	-4
CC(=O)N1CCN(C(=O)COc2ccc(N(C)S(=O)(=O)c3cccs3)cc2)CC1	-4	3	-1.0	5	3.0	-1.9	9	-10	2.1	0
Cc1ccc(S(=O)(=O)Nc2cc3c(cc2C#N)OCO3)cc1C(N)=O	-11	1	4.6	-1	-1.5	-1.2	26	-6	0.8	-1
Cc1ccc(N2C(=O)CC(NNc3nc4ccccc4s3)C2=O)cc1 (stereo unspecified)	-12	0	1.9	0	1.8	-0.3	-10	4	0.9	.
COc1ccc(C)cc1S(=O)(=O)N(C)CC(=O)N1CCC(C)CC1	-2	-1	1.4	7	1.4	-2.1	-28	2	-1.8	0
NNC(=O)c1cc2cc(Oc3ccccc3)ccc2[nH]1	-19	-5	0.4	3	-1.3	.	13	3	3.0	1
O=C(COc1ccc(F)cc1)Nc1ccc2c(c1)OCCO2	13	-12	5.7	-11	-0.1	-2.7	-3	4	-0.4	38*
CCOc1ccccc1N=Nc1c(C)[nH]n(-c2ccccc2)c1=O	6	-1	0.8	1	.	-2.4	-3	5	-0.7	.
CC(C)(C)OC(=O)NCCCCCNC(=O)c1nc[nH]c1C(=O)NCC(=O)OCc1ccccc1	10	-4	-1.1	8	1.4	-0.4	3	-3	-1.0	2
CCOC(=O)N1CCN(C(=O)C2CC(c3cc(OC)ccc3OC)=NO2)CC1 (stereo unspecified)	-4	0	0.2	-3	3.9	-3.3	.	-4	0.0	.
CN(C)CC1CCC/C(=C\c2ccc(OC(=O)/C=C/c3ccccc3)cc2)C1=O (stereo unspecified)	-10	2	.	-4	3.3	-1.4	-13	-4	.	-4
Cc1ccccc1CSc1nnc(-c2ccncc2)o1	-11	-2	1.4	-19	0.8	-0.6	13	.	1.2	0
